# Assay outcomes from PubChem.
# APJ ag: agonists of human APJ apelin receptor; 0.11% of 330,000 active; activation, % at 20 µM; AID 2520; CHO-K1 APJ PathHunter beta-arrestin, luminescence; 0% DMSO wells, 100% apelin;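 active = activation more than six SD over the plate average, tested at 20 µM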;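 note: 0% = DMSO alone and 100% = apelin-13 at 10 nM; some results filed as inactive read as strong as hits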
# Target sequence (P35414 whole entry, looked up): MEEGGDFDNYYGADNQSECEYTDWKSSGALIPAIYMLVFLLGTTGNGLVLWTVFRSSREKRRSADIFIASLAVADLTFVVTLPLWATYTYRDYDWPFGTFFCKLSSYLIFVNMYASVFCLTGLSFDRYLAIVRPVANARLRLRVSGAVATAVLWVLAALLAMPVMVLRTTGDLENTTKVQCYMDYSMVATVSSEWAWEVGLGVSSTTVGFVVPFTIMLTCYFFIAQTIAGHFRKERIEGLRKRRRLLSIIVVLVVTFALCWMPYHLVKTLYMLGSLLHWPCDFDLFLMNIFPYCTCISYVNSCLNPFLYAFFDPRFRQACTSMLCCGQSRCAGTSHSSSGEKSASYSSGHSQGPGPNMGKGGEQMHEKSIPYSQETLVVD
#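 Assay system: CHO-K1 cells stably expressing ProLink-tagged human APJ and arrestin–beta-gal acceptor. Compound dosing: 20 µM single point, 1% DMSO. Times: 16-18 h seeding, 90 min dark compound exposure, 60 min detection. Detection: beta-gal luminescence. Evaluation: APJ–arrestin association signal. Controls: negative DMSO alone, positive Apelin-13 at 10 nM.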
# NLRP3 yeast inh: NALP3 inhibition in yeast; Yeast reconstituted NLRP3/ASC/caspase-1, beta-gal luminescence, 24 h; inhibition, % at 10 µM; 0.39% of 330,000 active;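 active = inhibition of 50% or more; inactive = inhibition below 50%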;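 note: plate controls were induced DMSO wells for no effect and uninduced yeast grown without galactose for full effect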
# MPTP inh: permeability transition pore inhibition. isolated mouse mitochondria, Ca2+ swelling absorbance, 30 min. inhibition, % at 10 µM. 1.4% of 360,000 active;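 active = inhibition of 50% or more, scaled per plate between neutral and stimulator controls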;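 note: 0% = DMSO wells given calcium and 100% = 1 mM EGTA wells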
# GRIN3A LBD mod: NR3A (human) ligand-binding domain modulation; NR3A LBD differential scanning fluorimetry, Tm shift; 0% = protein alone, 100% = glycine-bound protein; Tm shift relative to glycine control, % at 25 µM; 2.5% of 340,000 active; AID 1259313;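 active = melting temperature shift of at least 10% of the positive control shift, at one fixed dose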
# MIN6 prolif: MIN6 beta-cell proliferation induction; 0.29% of 330,000 active; proliferation, % at 10 µM; MIN6 cells proliferation, ATPlite luminescence, 48 h; cells starved in 0.2% serum; 100% = growth in 10% serum;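 active = compounds whose signal lies at least 3.5 SD above the mean of all wells on their plate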;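 note: 0% = DMSO-treated cells in low-serum medium and 100% = 10% serum control; some compounds called inactive have numbers as strong as hits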
# tim23-1 inh: inhibits growth of tim23-1 mutant yeast | S. cerevisiae tim23-1 growth, BacTiter-Glo luminescence, 24 h | inhibition, % at 20 µM | 1.3% of 330,000 active | AID 463212;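 active = growth inhibition of the mutant yeast at or above 50%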;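 note: temperature-sensitive mutant grown at 25 °C; plate controls were DMSO-treated mutant yeast for no effect and medium wells lacking yeast for full effect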
# tim10-1 inh: tim10-1 yeast growth inhibition. S. cerevisiae tim10-1 ts strain growth, BacTiter-Glo, 24 h. inhibition, % at 20 µM. 2.2% of 330,000 active. AID 463190;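 active = inhibition of at least 40%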;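 note: mutant grown at 25 °C; 0% = DMSO wells with yeast and 100% = wells holding no yeast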
# APJ antag: APJ receptor antagonism; P35414; CHO-K1 APJ beta-arrestin complementation, luminescence; inhibition, % at 20 µM; 0.32% of 330,000 active; AID 2521;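 active = inhibition above about 40% at 20 µM, limit read from the data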;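 note: cells challenged with 10 nM apelin-13 agonist together with compound; plate controls were apelin-13 plus DMSO wells for no effect and DMSO wells lacking apelin-13 for full effect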
# TIM10 inh: growth inhibitors of TIM10 yeast strain; S. cerevisiae TIM10 strain growth, BacTiter-Glo luminescence, 24 h; inhibition, % at 10 µM; 1.4% of 330,000 active;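 active = inhibition of 40% or more at the single tested concentration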;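 note: wild-type TIM10 isogenic control strain grown at permissive 25 °C; 0% = DMSO yeast wells and 100% = minimal medium wells without yeast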
# Active calls of the source: *; . = not tested or not shown.
smiles	APJ ag	NLRP3 yeast inh	MPTP inh	GRIN3A LBD mod	MIN6 prolif	tim23-1 inh	tim10-1 inh	APJ antag	TIM10 inh
COC(=O)c1ccccc1NC(=O)C1CCN(C(=O)N2CCOc3ccccc32)CC1	-2.8	-12.1	-1.3	-15.4	-0.3	21.3	25.7	4.3	17.3
CCCc1nc(SCC(=O)N2CCc3ccccc32)c2c(C)c(C)sc2n1	3.2	4.1	.	.	1.1	24.9	11.1	7.9	16.6
Cc1cc(NC(=O)CN2CCN(S(=O)(=O)c3ccc4ccccc4c3)CC2)no1	-3.2	6.9	2.8	-3.5	-1.3	10.6	38.2	5.4	31.2
COc1cc2c3c(c1)c(C1=NC(=S)NC1=O)c(O)n3C(C)(C)C=C2C	-4.9	14.7	7.0	-0.8	-0.7	-7.1	23.7	6.3	18.0
Cc1ccc(C(=O)Cn2c(-c3ccccc3)noc2=O)cc1	-1.2	-33.7	0.5	-1.1	2.0	17.8	23.0	12.0	25.9
Cc1cc(C)c2c(NC(=S)NC(=O)c3ccccc3)n[nH]c2n1	-2.4	-3.1	-2.5	0.6	-1.7	-5.4	-9.9	10.1	-4.6
O=C1C(C=NCC2CCCO2)=C(O)c2ccccc21 (stereo not given)	-0.7	5.5	2.5	-2.7	-0.8	6.5	15.4	11.3	2.4
COc1ccc(CCNS(=O)(=O)c2cn(C)c(=O)n(C)c2=O)cc1	-2.7	2.8	0.2	-1.1	-2.0	12.3	15.0	-21.9	-1.0
Cc1ccc(N2CC(C(=O)Nc3cccc(C(=O)NC4CC4)c3)CC2=O)cc1 (stereo not given)	-2.2	11.5	-1.7	-2.7	-1.1	11.3	1.0	-1.9	18.6
O=C(CN(C(=O)CCC(=O)Nc1nccs1)c1ccc2c(c1)OCO2)NCc1ccccc1	-2.7	-7.4	0.3	-3.4	0.0	-16.2	-6.9	12.0	-23.0
COc1ccc(C(c2nnnn2CCc2ccccc2)N2CCN(C3CCCC3)CC2)cc1OC (stereo not given)	-0.7	2.0	5.0	-0.7	0.0	11.7	2.9	0.8	17.9
CC(=O)c1cc2c(cc1NC(=O)CSc1nc3ccc(C)cc3[nH]1)OCO2	-5.2	2.3	-1.1	-9.0	-0.9	26.2	-2.6	8.1	14.9
Cn1c(=O)c2c(nc(SCc3ccccc3)n2Cc2ccc(Cl)cc2)n(C)c1=O	-4.4	7.6	0.1	-4.1	-3.8	11.6	24.9	6.2	43.0*
CCCC12CN3CC(C)(CN(C1)C3c1ccc(OC(C)C)cc1)C2=O (stereo not given)	-3.9	14.3	1.0	1.6	0.0	27.3	15.5	12.0	15.7
O=C(O)c1cnn(-c2nc(-c3ccc(Cl)cc3)cs2)c1C(F)(F)F	-0.2	5.2	1.1	28.2*	-2.3	18.6	10.7	-8.1	20.5
Cn1c(C(=O)NCCN2CCCCCC2)cc2c(=O)n(C)c3ccccc3c21	-0.6	-2.6	0.1	-0.2	-2.0	12.5	8.9	-3.2	3.8
CCC(C(=O)OC)n1c(-c2ccccc2)nc2ccccc2c1=O (stereo not given)	-4.3	18.6	-1.1	-1.0	-3.1	19.6	-10.0	-27.6	9.7
Cc1ccccc1CS(=O)(=O)Cc1ccc(C(=O)NC2CCCC2)o1	-5.0	-10.4	-0.4	-1.4	6.7	-0.3	-6.4	2.7	2.2
COC(=O)CS(=O)(=O)c1cccc2cccnc12	-1.1	4.0	0.2	1.2	-1.6	1.5	6.5	2.2	0.9
CC12CCC(c3c1nc1ccccc1[n+]3[O-])C2(C)C (stereo not given)	-2.6	12.6	0.4	-1.5	0.4	5.8	4.5	5.7	-11.7
CCc1ccc(OCC(=O)OC(C)C(=O)NC2CC2)cc1 (stereo not given)	0.9	13.3	0.1	-0.4	2.2	0.1	-2.5	12.4	13.9
CC(C)(C)c1ccc(C(=O)C2CCCN(C(=O)CCn3cncn3)C2)cc1 (stereo not given)	-6.9	13.9	0.1	2.2	-1.3	27.9	20.4	14.7	16.0
C=C(C)c1sc(-c2ccc(Cl)cc2)nc1C	1.1	15.5	-2.0	3.1	5.5	17.9	-0.8	1.7	10.8
COc1cc(/C=C/C(=O)N2CCN(c3n[nH]c(=O)[nH]c3=O)CC2)cc(OC)c1OC	-2.6	-8.4	0.2	-0.2	-3.4	15.8	8.9	-15.0	-3.2
Cc1c(C(=O)N2CCCC2)sc(NC(=O)c2ccc(Cl)cc2)c1C#N	-2.3	17.6	18.3	-5.8	-2.7	35.4	27.0	-13.3	-4.7
Cc1cc(C)cc(NC(=O)Cc2ccc(S(=O)(=O)N3CCCC3)s2)c1	-3.8	10.5	0.4	-2.7	-2.7	7.0	10.1	-0.2	-2.0
COc1ccccc1N1CC(C(=O)Nc2ccc3c(c2)OCO3)CC1=O (stereo not given)	-2.5	2.4	-0.8	5.7	-1.2	8.2	7.6	-0.8	5.7
Cn1c(=O)n(C)c2cc(S(=O)(=O)Nc3ccccc3)ccc21	-1.2	20.0	0.1	0.0	-3.8	-4.9	-4.9	-9.4	-4.4
O=[N+]([O-])/C(N=Nc1ccccc1)=N\Nc1ccccc1	1.6	11.7	1.6	1.1	-3.5	7.0	-23.7	-19.7	-4.2
Cc1ccc(-n2c(N)c(C#N)c(-c3ccc(Cl)cc3)c(C#N)c2=O)cc1	-2.0	13.1	1.1	20.0*	-3.1	12.6	11.3	8.3	-2.6

# Some entries already given, showing only TIM10 inh and MPTP inh:
Molecule	TIM10 inh	MPTP inh
Cc1cc(C)c2c(NC(=S)NC(=O)c3ccccc3)n[nH]c2n1	-4.6	-2.5
C=C(C)c1sc(-c2ccc(Cl)cc2)nc1C	10.8	-2.0
Cn1c(C(=O)NCCN2CCCCCC2)cc2c(=O)n(C)c3ccccc3c21	3.8	0.1

# Further compounds.
smiles	APJ ag	NLRP3 yeast inh	MPTP inh	GRIN3A LBD mod	MIN6 prolif	tim23-1 inh	tim10-1 inh	APJ antag	TIM10 inh
c1ccc(C(c2nnnn2C2CCCC2)N2CCN(c3ccccc3)CC2)cc1 (stereo not given)	-5.2	-13.1	2.0	0.3	1.1	32.3	5.7	22.8	28.7
CCN(CC)C(=O)CCCC(=O)N(CC)CC	-2.0	10.1	0.9	-1.1	0.2	7.1	0.8	-4.0	1.0
S=C(Nc1ccc2c(c1)OCO2)N1CCN(Cc2ccco2)CC1	0.4	16.4	-0.2	1.6	-5.7	14.3	-7.7	0.7	-13.2
O=C(CSc1nncn1-c1ccccc1)Nc1ccccc1F	-4.4	11.5	0.2	-1.8	-0.8	13.6	17.9	-19.9	-5.8
COc1ccc(OC(=O)CCN2C(=O)C3C4C=CC(C4)C3C2=O)cc1 (stereo not given)	1.9	12.5	0.8	-0.3	1.0	10.3	9.7	13.0	10.9
COc1cc(OC)cc(C(=O)Nc2ccc3c(c2)COC3=O)c1	-4.3	11.9	0.1	1.3	0.0	4.3	12.2	-0.3	8.4
CCSc1ncnc2c1oc1ccccc12	-1.9	4.1	0.1	-0.5	1.1	11.7	8.9	-6.2	7.4
O=C(OCCN1CCCCC1)c1cccc(F)c1	-3.0	8.5	1.4	1.6	2.0	-3.2	-6.9	14.8	1.8
COc1ccc(NC(=O)C2CCCN2C(=O)NCc2ccccc2)cc1 (stereo not given)	-0.7	-13.3	-1.2	-1.9	-0.7	-5.9	5.0	-6.3	-16.8
Cc1c(C(=O)NCC2CCCO2)oc2ccc(S(=O)(=O)N3CCCCC3)cc12 (stereo not given)	-0.8	17.9	-1.1	-0.7	-2.6	18.9	23.8	-1.3	-0.3
COc1ccc(C2C(=O)N(C3CCCCC3)CC(=O)N2CC2COc3ccccc3O2)cc1 (stereo not given)	-1.8	18.2	-0.6	-2.3	-4.4	9.5	-4.5	-4.0	10.1
Fc1cccc2sc(Nc3nc4c(F)cccc4s3)nc12	-1.7	8.4	56.4*	8.8	-4.5	3.5	-0.4	-11.1	12.9
c1ccc(Nc2scc(-c3ccccc3)[n+]2Cc2ccco2)cc1	-3.0	19.0	1.8	-5.9	-5.5	25.2	8.5	10.2	22.5
NC(=O)C1CCN(Cc2nc3c(Br)cc(Br)cc3c(=O)[nH]2)CC1	-3.8	7.1	0.0	-0.2	-2.3	15.2	19.0	14.5	1.1
COC(=O)c1sc(NC(=O)c2ccco2)c(C#N)c1C	-3.1	-15.0	2.7	1.5	-0.8	-7.6	-1.4	-17.6	-11.0
CC(C)CC(=O)NC1(C(F)(F)F)C(=O)Nc2c1c(=O)n(C)c(=O)n2C (stereo not given)	-3.7	12.9	-1.6	-3.9	0.2	-8.9	-4.4	3.5	-4.1
Cc1cc(/C=C2\C(=N)N3N=C(C(C)C)SC3=NC2=O)c(C)n1-c1ccccc1	-3.3	2.3	2.5	-2.9	0.1	-4.6	-4.6	11.5	-2.2
COCCNC(=S)N1CCOCC1	1.7	9.7	0.8	-3.2	0.0	6.0	5.7	7.7	2.6
CCc1ccc(C2N3CC4([N+](=O)[O-])CN2CC([N+](=O)[O-])(C3)C4(C)C)cc1 (stereo not given)	-1.3	11.5	2.0	6.9	0.0	-1.9	11.6	7.3	-8.1
C=CCOc1ccc(Oc2cc(C)nc(SC)n2)nn1	2.8	4.2	0.3	-0.6	-0.6	17.6	13.7	3.0	-9.4
COc1ccc(-c2cc(-c3cccs3)nc3sc(C#N)c(N)c23)cc1	-1.9	14.7	0.3	-9.8	0.0	28.2	34.7	1.0	17.5
Cc1cc(C)nc(/N=C(\N)N2CCc3ccccc32)n1	-6.5	0.0	0.7	0.2	2.2	5.7	-2.1	-1.0	-11.6
Cc1oc(-c2ccc(Cl)cc2)nc1CS(=O)CC(=O)NCc1ccccc1 (stereo not given)	-0.8	-16.2	1.2	0.3	-4.8	25.9	29.4	-6.0	21.4
Cc1nnc(-c2cnn(-c3ccccc3)c2N)n1Cc1cccc(C(F)(F)F)c1	-0.1	20.2	0.7	-2.1	-3.5	1.5	13.9	9.7	2.5
O=C(CNc1cccc(S(=O)(=O)N2CCCC2)c1)Nc1ccc(C(F)(F)F)cc1	25.2	3.6	51.8*	-1.3	-7.1	8.3	7.3	-6.6	11.0
CCN1CCc2c(OCC(=O)N3CCC(C)CC3)cccc2C1=O	0.3	-3.3	-1.8	-2.4	-0.2	-2.0	11.3	12.2	9.5
O=C(CCN1CCCC1=O)NC1CCCc2c1cnn2-c1ccc(F)cc1F (stereo not given)	2.3	2.9	-2.5	-0.5	-0.9	6.5	-9.7	8.8	7.9
Cc1cccn2c(=O)c(C=C(C#N)C#N)c(N3CCN(c4ccccc4)CC3)nc12	0.9	8.8	0.9	0.5	-2.4	18.2	26.7	7.5	24.6
CCn1nc(C(=O)Nc2ccc(S(=O)(=O)Nc3ncccn3)cc2)c2ccccc2c1=O	-3.4	11.3	-1.2	1.9	-3.4	-1.2	-7.1	-2.5	-5.5
CCOc1ccccc1C(=O)NCCCN1CCN(CCCNC(=O)c2ccccc2OCC)CC1	-3.0	-10.3	1.6	5.7	-3.7	6.6	9.8	17.4	14.0
CCOC(CNC(=O)CCc1c(C)nc2nc(C)nn2c1C)OCC	-0.3	1.6	-0.6	0.9	-3.6	-20.8	10.4	-8.2	6.7
